IL2 activator = activators of IL-2 | IL-2 activation reporter assay, cell-based qHTS; stimulated with anti-CD3/CD4/CD28 beads; in transgenic mouse T cells | activation, % (series mostly up to about 46 µM) | 360,000 compounds, 0.065% hits; in the data active = activation above about 50%; inconclusive = mostly about 30% to 49%; also: 0% is about no effect
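Screening format: compound pinned onto unstimulated transgenic mouse T cells, 60 min incubation, then anti-CD3/anti-CD4/anti-CD28 bead stimulation for 18 hours at 37 degrees C, followed by EGFP and DsRed detection.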
PI5P4Ka inh = blocks human PI5P4K alpha kinase activity | P48426 | PI5P4Kalpha enzyme, ADP-Glo luminescence, 60 min; stronger effect = lower value | max response, % | 330,000 compounds, 1.2% hits; active = max response of -50% or lower; inconclusive = between -30% and -50%; inactive = -30% or higher; also: value at the top dose of about 77 µM; % is scaled to controls: 0 for no effect and ±100 for the full control effect
Target sequence (P48426 whole entry, looked up): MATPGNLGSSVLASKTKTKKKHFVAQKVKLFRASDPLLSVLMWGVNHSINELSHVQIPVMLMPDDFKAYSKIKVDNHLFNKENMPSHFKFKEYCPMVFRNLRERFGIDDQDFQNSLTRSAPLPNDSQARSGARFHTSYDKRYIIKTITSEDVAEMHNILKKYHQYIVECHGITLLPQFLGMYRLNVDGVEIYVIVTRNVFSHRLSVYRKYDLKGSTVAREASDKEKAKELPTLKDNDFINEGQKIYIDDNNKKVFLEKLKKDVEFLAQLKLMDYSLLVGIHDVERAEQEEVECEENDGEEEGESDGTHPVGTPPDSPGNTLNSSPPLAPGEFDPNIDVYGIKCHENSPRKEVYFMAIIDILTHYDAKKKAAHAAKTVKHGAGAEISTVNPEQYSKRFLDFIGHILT
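Compounds were pin-transferred onto PI5P4Kalpha and substrate in HEPES pH 7.4 buffer with EGTA, CHAPS and 5% DMSO. ATP (5 microM final) started the reaction, which ran 60 minutes at room temperature before ADP-Glo detection.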
EPAC1 antagonist = blocks human EPAC1 exchange factor. AID 720709. O95398. 360,000 compounds, 0.14% hits. Potency, µM (doses to about 115 µM), for inactives: top-dose activity change, negative = inhibition, most hits filed as inhibitors. EPAC1 GEF assay, Rap1b-BODIPY-GDP exchange fluorescence;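 also: potency is read from the fitted curve at half-maximal effect; plate controls were vehicle for no effect and positive control for full effect; nearly all actives have a fitted effect of over 50% in size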
PTHR1 ag = agonists of human PTHR1 parathyroid hormone receptor; Potency, µM (top dose mostly 115 µM), for inactives: at the highest dose activation, most hits filed as activators; Q03431; 410,000 compounds, 0.075% hits; HEK293 GP2 PTHR1 cells, GloSensor cAMP luminescence, 1 h; also: potency is read from the fitted curve at half-maximal effect; nearly all actives have a fitted effect of over 55% in size; some results filed as inactive show a strong effect at the top dose; inactives centre near -15; many of its hits are not listed in these tables
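HEK-293-derived GP2 cells expressing PTHR1 and a GloSensor cAMP reporter, 3,000/well, plated overnight, given luciferin plus IBMX (each 0.5 mM as added) for 1 h at 37 °C, then compound for 1 h at 37 °C. Luminescence was read after 15 min at room temperature.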
GLP-1R agonist = GLP-1 receptor (human) agonism. AID 624172. P43220. Potency, µM (top dose mostly 45.6 µM), without a hit: at the top dose activation, actives largely listed as activators. 380,000 compounds, 0.007% hits. HEK293 GLP-1R CRE-luciferase, luminescence, 4-6 h; cells express a hypersensitive GLP-1R form; also: potency is read from the fitted curve at half-maximal effect; % of control where 0% means no effect
Target sequence (P43220 whole entry, looked up): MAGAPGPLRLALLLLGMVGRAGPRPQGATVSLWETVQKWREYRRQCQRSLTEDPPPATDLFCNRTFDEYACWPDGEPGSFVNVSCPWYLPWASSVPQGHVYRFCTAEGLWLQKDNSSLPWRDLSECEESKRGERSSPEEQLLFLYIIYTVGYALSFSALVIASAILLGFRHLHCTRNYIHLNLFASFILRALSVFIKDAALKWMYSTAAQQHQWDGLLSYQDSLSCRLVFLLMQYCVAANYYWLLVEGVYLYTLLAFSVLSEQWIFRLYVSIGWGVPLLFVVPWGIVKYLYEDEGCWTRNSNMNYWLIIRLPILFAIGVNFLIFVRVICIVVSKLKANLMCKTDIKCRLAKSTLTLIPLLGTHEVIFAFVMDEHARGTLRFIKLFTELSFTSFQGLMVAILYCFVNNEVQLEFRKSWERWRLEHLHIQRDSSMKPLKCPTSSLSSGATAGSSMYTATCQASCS
GLP1R cytotox = cytotoxicity in counter-screen for GLP-1R inverse agonists; HEK293 cAMP-luciferase reporter cells, luminescence, 24 h; Potency, µM (doses to about 38.3 µM), for the others: at the top dose activity change, negative = inhibition, hits mostly inhibitors; 410,000 compounds, 0.13% hits; AID 624418;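 also: loss of luciferase light is scored as toxicity; potency is read from the fitted curve at half-maximal effect; % is scaled to controls: 0 for no effect and ±100 for the full control effect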
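Step one: seed cells (200 cells/uL, DMEM with 10% Nu serum, 1% pen-strep). Step two: 12-hour incubation at 37 deg C. Step three: pin 23 nL compound, incubate 24 hr. Step four: add luciferase reagent, read luminescence 12 min later.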
EPAC1 ag = activates human EPAC1 exchange factor | O95398 | EPAC1 agonist qHTS, biochemical assay; response scale: 100% = response to 6.5 mM cAMP | Potency, µM (doses to about 154 µM), for inactives: at the highest dose activation, usual class: activators | 360,000 compounds, 0.073% hits; also: potency is read from the fitted curve at half-maximal effect; nearly all actives have a fitted effect of over 60% in size
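Compounds were pinned as a concentration titration into mixtures of EPAC1 (100 nM), BODIPY-GDP-loaded Rap1B (250 nM) and GDP (50 uM). After 5 min at room temperature, fluorescence was followed for 30 min; activity was scaled to 6.5 mM cAMP.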
GLP1R inv ag = inverse agonists of human GLP-1 receptor; HEK293 GLP-1R CRE-luciferase, luminescence, 24 h; GLP-1R form is constitutively active; Potency, µM (titrated, usually from 38.3 µM), for inactives: top-dose activity change, negative = inhibition, most hits filed as inhibitors; 410,000 compounds, 1.6% hits; also: potency is read from the fitted curve at half-maximal effect; % is scaled to controls: 0 for no effect and ±100 for the full control effect; nearly all actives have a fitted effect of over 55% in size
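Using stably transfected HEK293 (constitutively active GLP-1R, cAMP-luciferase reporter), compounds were incubated 24 hr and luciferase measured by luminescence.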
PLK1 PBD block = blocks phosphopeptide binding to human PLK1 polo-box domain | P53350 | AID 720504 | 360,000 compounds, 2.8% hits | Plk1 PBD binding of FITC phosphopeptide, fluorescence polarization | Potency, µM, for inactives: max response, negative = inhibition, hits mostly inhibitors; also: potency is read from the fitted curve at half-maximal effect; series mostly up to about 57 µM; % is scaled to controls: 0 for no effect and ±100 for the full control effect; nearly all actives have a fitted effect of over 65% in size
The depositor's hits bear a star; i = inactive; ? = inconclusive; · = not tested or not shown; & = joins results of further samples; [ ] = dose if it differs, or a comment. Unless noted, calls follow the shape of the dose curve; as a rule, active = well fitted curve in the direction sought with a large enough effect; inconclusive = small, poorly fitted or top-dose-only effect, or another doubt; inactive = no such curve, though single readings can be large; an effect the other way counts as inactive or inconclusive.

SMILES	IL2 activator	PI5P4Ka inh	EPAC1 antagonist	PTHR1 ag	GLP-1R agonist	GLP1R cytotox	EPAC1 ag	GLP1R inv ag	PLK1 PBD block
Cc1ccc(C23CC4CC(CC(C(=O)NN)(C4)C2)C3)cc1	-0.2	-1	?	?	-3%	18%	12%	-41%	-2%
Cc1cc(C)c2[nH]c(=O)c(C(c3nnnn3C(C)(C)C)N3CCN(C(=O)c4ccco4)CC3)cc2c1 (stereo not drawn)	-2.4	·	-6%	i	5%	-23%	4%	0%	-14%
CC(=O)c1ccc(NC(=O)c2cccc(NC(=O)c3ccccc3)c2)cc1	0.9	5	1%	i	-1%	-5%	2%	12%	2%
N/C(=N\OC(=O)COc1ccc(Br)cc1Cl)c1ccncc1	0.6	13	-23%	-25%	15%	8%	6%	?	-9%
COc1ccc(-c2c(C)cc3oc(=O)cc(-c4ccccc4)c3c2C)cc1F	-0.6	2	14%	i	5%	9%	3%	-1%	2%
Cc1sc2nc(CSCC(=O)Nc3ccc(C(=O)N(C)C)cc3)[nH]c(=O)c2c1C	0.9	-19	-4%	i	-2%	-8%	11%	18%	-29%
CC1CCCCC1NC(=O)COC(=O)c1ccccc1NC(=O)c1ccco1 (stereo not drawn)	1.0	5	2%	-18%[57.5 µM]	-7%	-8%	4%	-19%	4%
CCCc1cc(=O)n2nc(N3CCC(C(=O)N4CCN(c5cccc(OC)c5)CC4)CC3)sc2n1	-2.7	9	-1%	-49%[inhibitor]	-4%	-4%	-2%	-12%	-10%
CCN(CC)S(=O)(=O)c1cccc(C(=O)Nc2nc3cc4c(cc3s2)OCCO4)c1	-2.7	·	-2%	-30%[57.5 µM]	-10%	-29%	17%	11µM*	-8%
Cc1c(C(=O)N2CCN(c3ccc([N+](=O)[O-])cc3)CC2)oc2ccccc12	0.1	-4	-12%	-22%	13%	-1%	7%	-24%	-8%
CCOc1ccc(CCNC(=O)CCNC(=O)c2ccc(Br)cc2)cc1OCC	1.8	-5	13%	i	-5%	-6%	10%	2%	-10%
COc1cc2[nH]c(=S)nc(Nc3ccc(NC(C)=O)cc3)c2cc1OC	-1.4	-13	-4%	11%	-2%	-2%	-10%	4%	30µM*
C=C1C(=O)O[C@H]2[C@H]1[C@@H](O)CC(=C)[C@@H]1CC(=O)[C@@H](C)[C@H]21	-0.2	-3	-6%	i	2%	?	7%	?	-19%
O=C1c2ccccc2C2(c3ccccc3)N1CCN2C(=O)C(Cl)(Cl)Cl (stereo not drawn)	-4.1	-3	-15%	-6%	13%	-4%	10%	?	-3%
O=C(CSc1ccccc1)Nc1ccccc1C(=O)O	0.6	-8	5%	-8%	2%	-2%	7%	-2%	-11%
OC(C#Cc1ccccc1)(c1ccccc1)c1ccccc1	-0.7	-5	-7%	-24%	15%	?	-1%	4.5µM*	1%
Cc1nnc(SCc2cccs2)[nH]c1=O	1.0	-6	-6%	i	-22%	5%	-9%	6%	2%
COc1ccc(CCNC(=O)COC(=O)c2sc(C)nc2C)cc1	-0.2	-2	2%	0%	-2%	5%	1%	14%	-2%
O=C(Cn1c(=O)nc(-c2ccccc2)c2cc(Cl)ccc21)Nc1ccc(F)c(Cl)c1	·	·	·	i	0%	1%	·	17%	·
CCc1ccccc1NC(=O)CCNS(=O)(=O)c1ccc2c(c1)CCN2C(=O)C1CC1	·	·	·	-17%	20%	1%	·	7%	·

Complete entries, quoted from the list.
Cc1cc(C)c2[nH]c(=O)c(C(c3nnnn3C(C)(C)C)N3CCN(C(=O)c4ccco4)CC3)cc2c1 (stereo not drawn) is listed with IL2 activator: -2.4; PI5P4Ka inh: ·; EPAC1 antagonist: -6%; PTHR1 ag: i; GLP-1R agonist: 5%; GLP1R cytotox: -23%; EPAC1 ag: 4%; GLP1R inv ag: 0%; PLK1 PBD block: -14%
CC1CCCCC1NC(=O)COC(=O)c1ccccc1NC(=O)c1ccco1 (stereo not drawn) is listed with IL2 activator: 1.0; PI5P4Ka inh: 5; EPAC1 antagonist: 2%; PTHR1 ag: -18%[57.5 µM]; GLP-1R agonist: -7%; GLP1R cytotox: -8%; EPAC1 ag: 4%; GLP1R inv ag: -19%; PLK1 PBD block: 4%

Next part:
SMILES	IL2 activator	PI5P4Ka inh	EPAC1 antagonist	PTHR1 ag	GLP-1R agonist	GLP1R cytotox	EPAC1 ag	GLP1R inv ag	PLK1 PBD block
O=C(Nc1ccc(F)c([N+](=O)[O-])c1)C1CC(=O)N(Cc2ccccc2)C1 (stereo not drawn)	-2.1	-5	3%	i	0%	-5%	-6%	?	1%
Cc1ccc(C(=O)Nc2ccc(C(=O)/C=C/c3cccs3)cc2)cc1	-2.1	7	-7%	i	4%	?	2%	-25%	-2%
CSc1ccc(CNC(=O)C2Cc3cc(S(=O)(=O)N4CCCCC4)ccc3N2C(C)=O)cc1 (stereo not drawn)	-0.3	-4	-9%	-47%[inhibitor]	3%	-10%	-6%	?	-8%
Cc1cc(O)c(C(C)C)cc1NC(=S)Nc1cc(C(C)C)c(O)cc1C	-6.2	-10	-4%	-57%[inhibitor]	0%	-22%	-13%	?	?
O=c1oc2ccccc2cc1-c1csc(NN=C2CCCC2)n1	-0.1	4	5%	0%	0%	145%[activator]	-5%	-1%	-14%
Cc1ccc(CNc2ncc(-c3ccccc3)n2C)o1	-0.6	0	-13%	-4%	-2%	-16%	-4%	-40%	-4%
NS(=O)(=O)c1ccc(NC(=O)/C=C/c2ccccc2Cl)cc1	1.0	0	6%	-23%	-1%	2%[7.66 µM]	-8%	3%[7.66 µM]	3%
COc1ccc(S(=O)(=O)N2CCN(c3ccc(Cl)c(Cl)c3)CC2)c2ccccc12	·	·	·	i	2%	-1%	·	-30%	·
CN1CCN(S(=O)(=O)c2ccc(Sc3nnc(-c4cccs4)n3-c3ccccc3)nc2)CC1	-3.2	-1	0%	i	-3%	-5%	0%	-9%	-6%
O=C(N/N=C/c1ccc(O)cc1)c1cc[n+](Cc2ccccc2)cc1	-0.6	18	-7%	i	1%	-5%	-1%	4%	-1%
COc1ccccc1NC(=O)c1nn(-c2ccc(OC(F)(F)F)cc2)ccc1=O	-1.0	-8	-8%	-5%	-6%	-11%	-6%	9%	-17%
CCOC(=O)c1[nH]c2ccccc2c1NC(=O)c1ccc2c(c1)OCO2	2.9	7	?	i	9%	-15%	-12%	11%	-8%
O=C(OCc1ccc([N+](=O)[O-])cc1)c1cnc(Cl)c(Cl)c1	-0.3	-8	7%	-23%	7%	0%	4%	13%	-8%
CCCCn1c(CCCNC(=O)CC)nc2ccccc21	-4.3	-8	5%	i	0%	4%	1%	8%	0%
O=c1cc(CSc2nnnn2-c2ccccc2)nc2sccn12	-0.6	-23	2%	i	2%	-11%	2%	4%	-16%
O=C1c2ccccc2C(=O)N1CCc1csc(-c2cccc(Cl)c2)n1	-2.3	·	-7%	i	21%	26%	22%	0%	-6%
CCOC(=O)c1cc2c(=O)n3ccccc3nc2n(CCCOC)c1=NC(=O)c1ccncc1	0.6	6	-8%	i	9%	32%[activator]	-4%	48%[activator]	-4%
COc1ccc(C(CNC(=O)c2oc3cc(C)c(C)cc3c2C)N2CCCCC2)cc1 (stereo not drawn)	-1.3	-10	-5%	-8%&15%	0%	-2%&-4%	6%	-2%&0%	-13%
CN1CCN(C(=O)c2ccc(S(=O)(=O)Nc3ccccc3)cc2)CC1	0.7	-4	-1%	-32%[inhibitor]	-4%	-1%	2%	12%	6%
CN(C)c1nc(OCCNC(=O)Nc2ccccc2)nc(N2CCOCC2)n1	-1.7	3	-4%	28%	20%	0%	-13%	73%[activator]	-4%

2 records picked at random from the list so far:
SMILES	IL2 activator	PI5P4Ka inh	EPAC1 antagonist	PTHR1 ag	GLP-1R agonist	GLP1R cytotox	EPAC1 ag	GLP1R inv ag	PLK1 PBD block
CCCCn1c(CCCNC(=O)CC)nc2ccccc21	-4.3	-8	5%	i	0%	4%	1%	8%	0%
COc1ccc(S(=O)(=O)N2CCN(c3ccc(Cl)c(Cl)c3)CC2)c2ccccc12	·	·	·	i	2%	-1%	·	-30%	·

Additional structures follow.
SMILES	IL2 activator	PI5P4Ka inh	EPAC1 antagonist	PTHR1 ag	GLP-1R agonist	GLP1R cytotox	EPAC1 ag	GLP1R inv ag	PLK1 PBD block
NC(=O)c1ccsc1NC(=O)COC(=O)CCCOc1ccccc1	-4.7	-9	-4%	i	-2%	-1%	1%	-6%	-9%
Cc1ccc(Nc2ccc3nonc3c2[N+](=O)[O-])cc1	-2.6	-3	8%	i	12%	-21%	-6%	-6%	-15%
Cc1ccc(C)c(S(=O)(=O)N2CCN(C(=O)C(C)Sc3ccccc3)CC2)c1 (stereo not drawn)	-1.1	2	-14%	i	4%	18%	11%	-26%	-17%
CC(C)(C)c1ccc(-n2ncc3c2CCCC3NC(=O)CCCn2cncn2)cc1 (stereo not drawn)	-3.1	4	-22%	-30%	15%	-10%	-3%	-25%	-4%
COC(=O)c1ccc(C(NC(=O)c2cccnc2)NC(=O)c2cccnc2)cc1	0.1	5	4%	i	6%	2%	8%	15%	0%
CCOC(=O)c1sc(NC(=O)CSc2n[nH]c(CC(C)C)n2)nc1C	-0.2	0	-15%	-3%	5%	-13%	-15%	12%	4%
CN(C(=O)CSc1nnc(-c2ccc(F)cc2)n1C)C1CCS(=O)(=O)C1 (stereo not drawn)	0.4	3	-18%	i	1%	0%	14%	-1%	-3%

From PubChem BioAssay

A portion of the library. The share of hits here may be higher or lower than overall.
